mHTT CaM bind: inhibitors of human mutant huntingtin-calmodulin interaction | AlphaScreen His-mHTT/GST-CaM binding, luminescence | inhibition, % at 15 µM | 190,000 tested, 3.6% active | AID 1671202;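 note: 0% = both proteins with DMSO and 100% = one protein alone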
Pf apPOL block: Pf-apPOL DNA polymerase inhibition; inhibition, % at 10 µM; 210,000 tested, 0.25% active; AID 1794808; Recombinant Pf-apPOL, molecular beacon fluorescence, 1.5 h
* hit, by the source's call; nt = no result given; & = joins results of further samples; ! = repeats disagree. Cut-off read from the data, not from the text of the source: active = inhibition above about 50%; inactive = the rest. This is a subset. The share of hits here may be higher or lower than overall.

Under each structure: Pf apPOL block | mHTT CaM bind
1: COc1ccccc1CCNC(=O)C(=O)Nc1ccccc1SC
  -3 | -14
2: O=C1OC(c2cccc(Cl)c2)=N/C1=C\c1ccc(Cl)cc1
  14 | 7
3: CC(C)C(=O)N1CCCC(COc2ccc(C(=O)N3CCCCC3)cc2)C1 (centres undefined)
  0 | 1
4: O=S(=O)(c1ccc(C(F)(F)F)cc1)N1CC(c2nc(Cc3cccs3)no2)C1
  -6 | 11
5: COc1ccc(S(=O)(=O)n2c([N+](=O)[O-])cnc2C)cc1OC
  -4 | 2
6: Cc1ccc(N=Cc2nc(-c3ccccc3F)oc2O)cc1
  -6 | 34
7: CC(C)N(C)C(=O)C1CC(=O)N(Cc2ccc(F)cc2)C1 (centres undefined)
  -3 | -4
8: CCCCOc1ccc(C(=O)Nc2cccc(O)c2)cc1
  -5 | 3
9: CC1(C)CC(=O)C(C(C2=C(O)CC(C)(C)CC2=O)c2cc(Br)ccc2O)C(=O)C1 (centres undefined)
  -7 | 3
10: CCOc1ccc(/C=C2\N=C(c3ccccc3C)OC2=O)cc1
  -1 | -3
11: CCSc1ccc(-c2noc(-c3cccc(C(F)(F)F)c3)n2)cn1
  -7 | nt
12: Cc1ccc(C(=O)NC(C)c2nc(-c3cccc(Cl)c3)no2)cc1 (centres undefined)
  -4 | -11
13: N#CC1=C(N)Oc2n[nH]c(-c3ccccc3)c2C1c1ccc([N+](=O)[O-])cc1Cl (centres undefined)
  -3 | 44
14: CCOc1ccc(-n2ccn3cc(-c4ccc(C)c(C)c4)nc3c2=O)cc1
  0 | -5
15: O=C(Cc1ccccc1Cl)OCc1cc(-c2ccc3c(c2)OCCO3)on1
  -1 | -8
16: O=C(Nc1nccs1)c1cc2cc([N+](=O)[O-])ccc2oc1=Nc1ccccc1Cl
  -11 | -1
17: Cc1nn(CC(=O)N(C)C2CCCCC2)c(C)c1[N+](=O)[O-]
  -5 | 3
18: Cc1ccc(-c2ccccc2)n1-c1cccc2cccnc12
  5 | 36
19: COc1ccc(Cl)cc1NC(=O)c1cc(S(=O)(=O)NCCc2ccccc2)ccc1F
  -1 | 11
20: O=C(c1ccc(OCC2CCN(C(=O)c3ccc(F)cc3F)CC2)cc1)N1CCOCC1
  0 | 5
21: O=C(CN1C(=O)c2ccccc2C1=O)Nc1ccc(S(=O)(=O)N2CCCC2)cc1
  -7 | -5
22: Cc1cccc(-c2ncccc2CNC(=O)c2ccc(N(C)C)cc2)c1
  1 | 0
23: O=C(NCc1ccsc1)c1ccc2c(c1)OCCCO2
  -13 | nt
24: COC(=O)c1cc(C=NNC(=S)NC2CC3C=CC2C3)cn1C (centres undefined)
  -7 | nt
25: C(=C1c2ccccc2-c2ccccc21)c1ccccn1
  -4 | -142
26: COc1ccc(Cl)cc1NC(=O)C(Cc1ccccc1)N1C(=O)C2C3C=CC(C3)C2C1=O (centres undefined)
  -2 | 51*
27: CCOC(=O)N1CCN(S(=O)(=O)c2cc(C)c(C)cc2OC)CC1
  -5 | -4
28: O=C(COc1ccccc1Br)Nc1ccc(N2CCOCC2)cc1
  -2 | 7
29: CCN(CC)Cc1nc2c(c(=O)[nH]1)C1(CCCC1)Cc1ccccc1-2
  2 | 4
30: Cc1c(C(=O)NCc2ccccc2Cl)oc2ccc(S(=O)(=O)N3CCCC3)cc12
  -1 | -2
31: Cc1ccccc1C(=O)N1CC(C(=O)NCc2ccccn2)C(c2cccc(F)c2)C1 (centres undefined)
  -3 | 28
32: O=C(NC1CC1)c1ccc(OCC2CCCN(C(=O)Cc3cccs3)C2)cc1 (centres undefined)
  -6 | 15
33: Cc1nn2c(=O)/c(=C/c3ccc(C(C)C)cc3)sc2nc1=O
  -11 | 0
34: COC(=O)C(=O)N1CCC(Cc2ccc(C(F)(F)F)cc2)CC1
  -12 | 47
35: CC1Cc2ccccc2N1C(=O)C12CCC(C)(C(=O)C1)C2(C)C (centres undefined)
  2 | -7
36: CCN1C(=O)Cc2cc(C(=O)NCc3ccccc3C)ccc21
  -3 | 7
37: Cc1ccc(S(=O)(=O)N2c3ccc(C)cc3-c3ccccc3S2(=O)=O)cc1
  -2 | 4
38: CCc1ccc(NC(=O)C2CCCN(C(=O)c3cccc(C)c3)C2)cc1 (centres undefined)
  6 | 34
39: CN(CC(=O)N1CCCCCC1)S(=O)(=O)c1ccc(Cl)cc1
  -3 | 2
40: N#CC(=Cc1ccc(OCc2ccccc2)c(OCc2ccccc2)c1)c1nc(-c2cc3ccccc3oc2=O)cs1
  -3 | 7

Random excerpt: five entries already listed
Under each structure: Pf apPOL block | mHTT CaM bind
40: N#CC(=Cc1ccc(OCc2ccccc2)c(OCc2ccccc2)c1)c1nc(-c2cc3ccccc3oc2=O)cs1
  -3 | 7
39: CN(CC(=O)N1CCCCCC1)S(=O)(=O)c1ccc(Cl)cc1
  -3 | 2
20: O=C(c1ccc(OCC2CCN(C(=O)c3ccc(F)cc3F)CC2)cc1)N1CCOCC1
  0 | 5
33: Cc1nn2c(=O)/c(=C/c3ccc(C(C)C)cc3)sc2nc1=O
  -11 | 0
21: O=C(CN1C(=O)c2ccccc2C1=O)Nc1ccc(S(=O)(=O)N2CCCC2)cc1
  -7 | -5

Other entries follow.
Under each structure: Pf apPOL block | mHTT CaM bind
41: Cc1cccc(N2CCN(C(=O)c3ccc([N+](=O)[O-])cc3Cl)CC2)c1C
  6 | 3
42: CCOC(=O)Cn1c(=O)oc2ccc(C)cc21
  -2 | -3
43: O=C(CSc1nnc(NC(=O)c2nc3ccccc3s2)s1)Nc1ccccc1F
  -1 | 2
44: CCCNC(=O)CC1CCN(S(=O)(=O)c2c(C)noc2C)CC1
  -6 | 4
45: CCc1ccc(C(=O)N2CCCC2c2nc(-c3cccc(C)c3)no2)cc1 (centres undefined)
  -3 | -9
46: Cc1c(Cl)c(=O)[nH]c2nnc(C(F)(F)F)n12
  nt | -5
47: O=C(COc1ccc(Cl)cc1Cl)Nc1ccc(S(=O)(=O)N2CCc3ccccc32)cc1
  -1 | 1
48: CCCN1COc2ccc3c(=O)c(-c4ccc(Cl)cc4)coc3c2C1
  -39 | 7
49: COc1cc2c(cc1NC(=O)c1ccccc1Br)oc1ccccc12
  -2 | -42
50: O=C(Nc1ccc(Cl)cc1F)c1cc(S(=O)(=O)N2CCCCC2)ccc1F
  3 | -3
51: CC(=O)Nc1ccc(-c2noc(C3CCN(C(=O)CNC(=O)c4ccccc4)CC3)n2)cc1
  -4 | -7
52: Cc1cccc(NC(=O)Nc2nccn(-c3ccc(C)c(Cl)c3)c2=O)c1
  -1 | -5
53: C#CCSc1nc(C)c2cc(C)cc(C)c2n1
  1 | -27
54: Cc1cc(NS(=O)(=O)c2ccc(NC(=O)c3cc4ccccc4c(=O)o3)cc2)nc(C)n1
  3 | -3
55: Cn1nc(C(=O)NCc2ccccc2)c2c1CCN(C(=O)c1ccccc1F)C2
  -5 | 53*
56: Cc1ccc(C(=O)N2CCn3cnnc3C2)cc1F
  0 | -15
57: CCn1ncc(CN2CCN(C(=O)Cn3nc(C(F)(F)F)c(Cl)c3C3CC3)CC2)c1C
  nt | 23
58: O=C(NCCSC1CCCCC1)c1ccc([N+](=O)[O-])cc1
  -3 | 6
59: Cc1c(Cl)cccc1NC(=O)C(CC(=O)O)Cc1ccc(Br)cc1 (centres undefined)
  -9 | 3
60: CSc1nnc2c(n1)OC(c1cccc(O)c1)Nc1ccccc1-2 (centres undefined)
  -6 | 0
61: CC1=NN(c2ccc(Cl)c(Cl)c2)C(=O)/C1=C/c1ccc(Br)cc1
  27 | 46
62: CC(=O)/C=C/c1ccc2c(c1)S(=O)(=O)N(C1CCCC1)[C@H]2CC(C)=O
  -5 | 2
63: CCCCc1ccc(NC(=O)Nc2ccc(N3CCN(C)CC3)cc2)c(C)c1
  -1 | nt
64: O=C(NCCc1ccccc1)N1CCc2nc(-c3ccc(F)cc3)ncc2C1
  -8 | -7
65: O=[N+]([O-])c1cccnc1Sc1nccc(-c2ccco2)n1
  9 | nt
66: CCOC(=O)N1CCN(C(=O)CSc2ccc3nnc(-c4cccnc4)n3n2)CC1
  1 | -18
67: O=C(CCS(=O)(=O)Cc1ccccc1F)NCc1cccnc1
  -18 | 0
68: CCOCCCNC(=O)c1c[nH]c2ccc(S(=O)(=O)N3CCc4ccccc43)cc2c1=O
  -1 | 39
69: Cc1cccc(-c2nc(C=C3C=Nc4ccccc43)c(O)o2)c1
  -13 | 15
70: CCc1ccc(OCC(=O)Nc2ccccc2-c2ccccc2)cc1
  -4 | -37
71: Cc1cc(CN2C(=O)C(=O)c3ccccc32)c(C)cc1CN1C(=O)C(=O)c2ccccc21
  -4 | 6
72: O=C(NCc1ccc(F)cc1)N(Cc1ccsc1)Cc1ccco1
  -9 | -17
73: CN(C)CCN1CCN(C2CN(C3CCCC3)S(=O)(=O)C2)CC1 (centres undefined)
  0 | -5
74: CN(C)c1ccc(CNC(=O)c2cc3c(s2)CCN(C(=O)c2ccccc2)C3)cc1
  -8 | 41
75: COc1ccc(CC(=O)Nc2ccccc2)cc1OC
  -6 | -2
76: CC(=O)c1ccc(NC(=O)C2c3ccccc3Oc3ccccc32)cc1
  -7 | -3
77: Cc1cc(C)c(C)c(S(=O)(=O)Nc2ccc(C(=O)N3CCN(C)CC3)cc2)c1C
  -2 | -7
78: c1ccc2[nH]c(-c3ccnc4ccccc34)nc2c1
  2 | 6
79: Oc1ccccc1C=Nc1ccc(F)cc1Br
  2 | nt
80: O=C(C1CCN(c2nc3cccnc3s2)CC1)N1CCN(Cc2ccccc2)CC1
  -4 | 8
81: N#CC1=C(N)OC2=C(C(=O)CC(c3ccccc3)C2)C1C1CCCCC1 (centres undefined)
  51*! | 60*!
82: OC(COc1ccc2c(c1)OCO2)CN1CCN(Cc2ccccc2)CC1 (centres undefined)
  -6 | 6
83: Cc1sc2ncnc(NC(C(=O)O)C(C)C)c2c1C (centres undefined)
  nt | -7
84: CCOc1ccccc1NC(=O)CN(c1ccc(OC)c(OC)c1)S(=O)(=O)c1ccccc1
  -2 | 12
85: CCOc1ccc(C(=O)Nc2cc(Cl)ccc2OC)cc1OCC
  6 | 35
86: COc1ccc(S(=O)(=O)N2CCC(C(=O)NCc3ccco3)CC2)cc1OC
  1 | 1
87: Cc1cc2c(=O)n(CC(=O)NCc3ccccc3F)ccc2s1
  -2 | -6
88: CC1=NS(=O)(=O)c2cccnc2N1c1ccc(Cl)c(C)c1
  -2 | 0
89: Cc1c(F)cccc1NC(=O)C1CCc2sc(C(=O)N3CCCC3)cc2C1 (centres undefined)
  0 | 0
90: Cc1cc(C)cc(NC(=O)Cn2ccc3sc(C)cc3c2=O)c1
  -1 | -6
91: CCCSc1nsc(SCCC)c1C#N
  3&-9 | -155
92: Cc1ccc(F)cc1S(=O)(=O)N1CCC2(C1)NCc1ccccc1NC2=NC(C)(C)C (centres undefined)
  -2 | 70*
93: O=C(CN1CCC(c2nc(-c3ccccc3)no2)CC1)NCc1ccc(F)cc1
  -4 | -2
94: Cc1nnc(C2CCCN(C(=O)c3ccccc3Cl)C2)s1 (centres undefined)
  -10 | -19
95: COc1ccc(-c2ccnc(SCC(=O)Nc3ccccc3)n2)cc1
  4&-4 | nt
96: NNC(=O)c1nnn(-c2nonc2N)c1CN1CCOCC1
  nt | -6
97: O=[N+]([O-])c1cc(-c2nnc(-c3ccc(Cl)c([N+](=O)[O-])c3)o2)ccc1Cl
  -4 | 2
98: Cc1ccc(CC(=O)N2CCC(COc3ccc(C(=O)NC4CC4)cc3)CC2)cc1
  0 | 4
99: CSC1=C(C#N)C(=O)NC(c2ccccc2O)S1 (centres undefined)
  -4 | nt
100: CCOC(=O)/C(C#N)=C/Nc1ccsn1
  nt | -4

Overlap with the part before: 2 entries; new compounds follow.
Under each structure: Pf apPOL block | mHTT CaM bind
99: CSC1=C(C#N)C(=O)NC(c2ccccc2O)S1 (centres undefined)
  -4 | nt
100: CCOC(=O)/C(C#N)=C/Nc1ccsn1
  nt | -4
101: CC(=O)c1cc(Cc2csc(C(C)=O)c2)cs1
  -1 | -6
102: COC(=O)CNS(=O)(=O)c1ccc(Cl)cc1
  -8 | -1
103: Cc1ccc(C(=O)C2=C(O)C(=O)N(Cc3ccco3)C2c2cccc(Br)c2)o1 (centres undefined)
  -3 | 22
104: CCNC(=O)c1ccc(-c2csc(C)n2)cc1
  -6 | -2
105: COc1ccc(-n2nc(C(=O)NCC(=O)NCCN(C)C)c3ccccc3c2=O)cc1Cl
  1 | 18
106: CC(=O)N1CCc2cc(NC(=O)C(Sc3ccccc3)c3ccccc3)ccc21 (centres undefined)
  -5 | -3
107: CC1C(=O)N(c2cccc(C(F)(F)F)c2)CCN1C(=O)C1CC1 (centres undefined)
  -4 | 6
108: Fc1ccccc1N1CCN(c2ncnc3c2nc2n3CCCC2)CC1
  -2 | 7
109: O=C(COc1ccc(F)cc1F)Nc1ccc(F)cc1
  -7 | -6
110: COC(=O)c1ccc(C(=O)NCC2CCN(Cc3ccccc3SC)CC2)cc1
  -6 | -3
111: COc1ccc(S(=O)(=O)N(Cc2ccccc2)c2ccccc2C(=O)N2CCN(C)CC2)cc1
  -7 | 23
112: O=[N+]([O-])c1cccc(S(=O)(=O)NCCSc2nc3ccccc3s2)c1
  -6 | 14
113: CCN(CC)S(=O)(=O)c1ccc(NC(=O)c2cccc(S(=O)(=O)N3CCCC3)c2)cc1
  -6 | 5
114: O=C(NCc1ccc(F)cc1Cl)c1cn2ccccc2n1
  0 | -3
115: CCCNc1nnc(NC2CCCCC2)c2ccccc12
  -2 | -5
116: CSc1ccc(C2SCC(=O)N2c2ccc(Br)cc2)cc1 (centres undefined)
  4 | -5
117: Cc1ncc([N+](=O)[O-])n1-c1nc(N2CCOCC2)ncc1F
  -1 | -1
118: O=C(C1CCN(Cc2c(F)cccc2Cl)CC1)N1CCc2ccccc2C1
  -10 | 7
119: Cc1ccc(NC(=O)N2CC(C)C(c3nc(-c4ccncc4)no3)C2)cc1 (centres undefined)
  -8 | -4
120: COc1ccc(S(=O)(=O)N2CCC(c3cc4n(n3)CCCNC4=O)CC2)cc1
  1 | 6

High-throughput results from PubChem.
